Screening results (PubChem BioAssay)
MLL CXXC-DNA inh = MLL CXXC-DNA interaction inhibition | 0.037% of 290,000 active | MLL-CXXC / FITC-HOXA9 DNA fluorescence polarization | Potency, µM (series often up to 115 µM), for inactives: at the top dose activity change, negative = inhibition, usual class: inhibitors | Q03164; active means well fitted inhibition curve with a large enough effect in the polarisation, with a control signal flat, not every such curve was filed as active; inconclusive means small, poorly fitted or top-dose-only effect, or effect the other way, or a change in a side signal; inactive means no such curve, though single readings can be large or run the other way; the % refers to the polarisation; further: potency means the concentration at half of the fitted maximal effect
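Purified MLL-CXXC (added from a 7 uM solution) was preincubated 5 min at ambient with pinned compounds in 50 mM Tris-HCl pH 7.5, 50 mM NaCl, 1 mM DTT, 0.05% BSA. Fluorescein-labeled HOX-A9 DNA (50 nM solution) followed, 30 min, then polarization read.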
Giardia killer = Giardia lamblia killing; 0.15% of 340,000 active; activity change, % at 7.66 µM, hits read low; AID 540267; Giardia lamblia trophozoite viability; in the data active means activity change below about -80%; inconclusive means between about -30% and that limit;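 further: parasites exposed to compound for two days anaerobically before the ATP read; on the % scale 0 is the no-effect control and ±100 the full control effect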
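Trophozoite viability was measured as ATP-dependent luminescence, read 15-30 min after reagent addition. Before that, parasites at 100 cells/well were exposed to compounds for 48 h, anaerobically, at 37 deg C.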
hERG WT inh = KCNH2 (human, wildtype) channel inhibition. Q12809. U2OS, BacMam KCNH2, thallium flux FluxOr; hits give low values. activity change, % at 1.84 µM. 0.37% of 340,000 active. AID 720551;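 active means maximum activity change below -70%; inconclusive means maximum activity change between -70% and -50%; inactive means maximum activity change above -50%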; further: on the % scale 0 is the no-effect control and ±100 the full control effect
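U2OS cells were transduced with wild-type KCNH2 virus (2.03 x 10^8 / mL) for 4 h at room temperature, then cultured overnight at 37 C. Thallium flux was read with FluxOr dye. Rate constants were normalized to DMSO controls.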
B2AR arrestin = agonists driving beta-arrestin recruitment to human beta2-adrenergic receptor | P07550 | Potency, µM (titrated, usually from 46.1 µM), for the others: at the highest dose activation, most hits filed as activators | 0.02% of 330,000 active | beta-arrestin recruitment to beta2AR, cell-based reporter;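 further: potency means the concentration at half of the fitted maximal effect; 0% = DMSO controls and full agonism = EC100 isoproterenol or metaproterenol; nearly all actives have a fitted effect of over 65% in size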
Menin-MLL TR inh = inhibitors of human menin-MLL interaction, mutant MLL peptide | Menin + Texas Red MLL mutant peptide, fluorescence polarization | 0.23% of 270,000 active | O00255 | Potency, µM (doses to about 61.6 µM), inactives show at the top dose FP activity change, negative = inhibition, actives largely listed as inhibitors; active means well fitted inhibition curve with a large enough effect in the polarisation, with a control signal flat, not every such curve was filed as active; inconclusive means small, poorly fitted or top-dose-only effect, or effect the other way, or a change in a side signal; inactive means no such curve, though single readings can be large or run the other way; the % refers to the polarisation; further: potency means the concentration at half of the fitted maximal effect; % of control where 0% means no effect; many of its hits are not listed in these tables
USP2a inh = inhibitors of human ubiquitin-specific protease USP2a; USP2 core, Ub-CHOP2 coupled fluorogenic reporter, 485/531; 0.01% of 330,000 active; AID 463254; Potency, µM (highest dose often 38.3 µM), inactives show at the highest dose activity change, negative = inhibition, actives largely listed as inhibitors; O75604;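 further: potency means the concentration at half of the fitted maximal effect; plate controls were DMSO wells for no effect and full inhibition by NEM control for full effect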
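USP2 core (10nM final) preincubated 30min RT with compound in 20mM Tris-HCl pH 8.0, 2mM CaCl2, 2mM beta-mercaptoethanol, 0.05% CHAPS; 25nM Ub-CHOP2 plus 25nM reporter substrate added, fluorescence (Ex485/Em531) read after 60min.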
TRPV1 agonist = agonists of human vanilloid receptor 1 (TRPV1). activation, % at 8.33 µM. 0.19% of 320,000 active. Q8NER1. TRPV1-expressing cells, Fluo-8 calcium influx, agonist mode; in the data active means activation above about 80%; inconclusive means between about 30% and that limit; further: 0% is about no effect
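Cells expressing TRPV1 were dye-loaded with Fluo-8 and read kinetically: 10 s baseline, 3 min after compound (agonist portion), then 2 min after EC20 capsaicin (allosteric enhancer portion). Calcium-bound dye fluorescence at 480/520 nm.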
KCNH2 3.1 block = inhibitors of human KCNH2 3.1 potassium channel isoform | U2OS KCNH2 3.1, thallium flux FluxOr; hits give low values | activity change, % (tested at about 1.8 µM) | 0.95% of 340,000 active;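 active means maximum activity change below -70%; inconclusive means maximum activity change from -70% to -50%; inactive means maximum activity change above -50%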;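 further: thallium influx rate constant from kinetic fluorescence after stimulation buffer; on the % scale 0 is the no-effect control and ±100 the full control effect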
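Normalized rate constant (relative to positive and negative DMSO controls) derived from a 2 min kinetic fluorescence read after stimulation; U2OS cells expressing the 3.1 isoform via virus at 1.77 x 10^8 /mL.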
PKM2 activator = PKM2 (human) enzyme activation. P14618. purified PKM2, Kinase-Glo ATP luminescence, activation; response scale: 0% is enzyme alone, no compound. Potency, µM (highest dose often 57.5 µM), inactives show top-dose activation, hits mostly activators. 0.34% of 260,000 active; further: potency means the concentration at half of the fitted maximal effect; on the % scale 0 is the no-effect control and ±100 the full control effect; nearly all actives have a fitted effect of over 55% in size
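hPK-M2, >95% pure; 0.1 mM ADP / 0.5 mM PEP final; imidazole pH7.2 buffer w/ 7 mM MgCl2, 50 mM KCl; 1 h RT; Kinase-Glo lum. Intermediate enzyme activity for dual inhibitor/activator qHTS.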
FBPA coupling cs = inhibits coupling enzyme system, counter-screen for aldolase hits; coupling enzyme system counterscreen, AmpLite Red fluorescence; activity change, negative = inhibition, % at 58.2 µM, hits read low; 0.67% of 290,000 active; AID 2472; in the data active means activity change below about -30%; further: on the % scale 0 is the no-effect control and ±100 the full control effect
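Counterscreen of the coupled detection system alone, without aldolase: glyceraldehyde-3-phosphate coupling enzymes plus AmpLite Red readout. Compounds at 57.5 uM final, 10 min RT preincubation, 20 min RT reaction, fluorescence 525/598 nm.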
GALK inhibitor = blocks human galactokinase activity; Purified GALK, Kinase-Glo residual ATP luminescence; 0.007% of 270,000 active; Potency, µM (titrated, usually from 57.5 µM), without a hit: at the top dose activity change, negative = inhibition, usual class: inhibitors; P51570; further: potency means the concentration at half of the fitted maximal effect; on the % scale 0 is the no-effect control and ±100 the full control effect
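ATP-depletion format; final 35 uM ATP, 100 uM D-galactose, 5 nM enzyme; pH 8.0 HEPES/Mg2+ buffer; 60 min RT; luminescence read 10 min after detection reagent.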
* = called active by the depositor; i = inactive; u = inconclusive; x = not tested or not shown; [ ] = another dose, or the depositor's remark. Unless noted, the call rests on the fitted dose curve; in most records, active means well fitted curve in the direction sought with a large enough effect; inconclusive means small, poorly fitted or top-dose-only effect, or another doubt; inactive means no such curve, though single readings can be large; an effect the other way counts as inactive or inconclusive. Only part of the results is shown; rates above refer to the full screens.

SMILES	MLL CXXC-DNA inh	Giardia killer	hERG WT inh	B2AR arrestin	Menin-MLL TR inh	USP2a inh	TRPV1 agonist	KCNH2 3.1 block	PKM2 activator	FBPA coupling cs	GALK inhibitor
COc1cc(C(=O)OCC(=O)Nc2sccc2C(N)=O)cc(OC)c1OC	-9.1%	3.6	-13.4	0.3%	-13.4%	0.8%	8.9	-0.6	2.8%	-1.2	-2.4%
COc1cccc(CNC(=O)CCn2ccc3cc(S(=O)(=O)N4CCC(C)CC4)ccc32)c1	15.4%	5.4	-5.3	-0.1%	u	0.5%	u	-6.6	x	-1.0	-10.4%
COc1ccc(NC(=O)N(C)C[C@H]2Oc3c(NC(=O)c4ccncc4)cccc3C(=O)N([C@H](C)CO)C[C@@H]2C)cc1	x	16.2	5.0	0.0%	x	-1.8%	x	6.0	x	x	x
Cc1ccccc1CSc1nnc(NC(=O)C2COc3ccccc3O2)s1 (stereo not given)	-4.4%	10.6	5.0	0.3%	u	-2.4%	-2.3	1.2	5.2%	14.5	-1.2%
COc1cccc(CNC(=S)Nc2cccc(Cl)c2C)c1	3.8%	1.6	-3.9	-0.1%	5.8%	0.3%	86.6*	-1.1	1.4%	-1.8	4.4%
COc1cccc(N/C(SC)=C(/C#N)C(N)=O)c1	1.3%	21.7	-16.1	0.2%	10.0%	4.1%	-3.4	14.0	-3.7%	1.8	-1.2%
CCN(CC)c1ccc2cc(C(C)=O)c(=O)oc2c1	u	-15.1	17.2	0.0%	-15.4%	u	u	-27.7	0.3%	-0.7	-1.5%
CCCc1cc(-c2nc(-c3ccc(C)cc3)cs2)ccn1	19.1%	20.9	-6.3	0.0%	-9.8%	2.1%	u	-7.7	-7.1%	-0.1	0.1%
Cc1noc(C)c1CC(=O)NC1CC(C)(C)Cc2c1cnn2-c1ccccc1 (stereo not given)	0.3%	8.6	3.1	-0.3%	x	1.9%	u	-15.0	-4.0%	x	-4.1%
COc1ccc(OC)c(/C=N\NC(=O)CC(=O)NCCc2ccccc2)c1	-1.4%	-8.7	2.5	-1.1%	-2.4%	0.4%	-3.7	0.6	-9.7%	-6.0	0.8%
COc1ccc(C(C(=O)NC2CCCC2)N(C(=O)c2snc(-c3ccc(F)cc3)c2N)c2ccc(F)cc2)cc1 (stereo not given)	-0.7%	-1.4	-6.0	-0.4%	-20.4%	-4.2%	-0.7	-2.9	0.5%	1.5	2.7%
COc1ccc2c(c1)Cc1sc(NC(=O)c3cccnc3)nc1-2	15.6%	-1.0	7.0	0.3%	u	-0.1%	1.9	31.8	3.0%	-18.3	1.2%
Cc1ncc(CN2CCN(CCC(C)C)C(CCO)C2)s1 (stereo not given)	6.4%	-6.4	-7.2	-1.0%	-5.5%	-0.3%	-1.0	5.2	-6.1%	2.5	4.0%
CCOC(=O)c1c(NC(=O)COC(=O)CCCOc2ccc(OC)cc2)sc(C(=O)NC)c1C	x	-1.9	-4.1	-0.5%	x	0.3%	29.1	3.0	x	x	x
CC(C)c1ccc(NC2CCCN(C(=O)c3ccc4nccnc4c3)C2)cc1 (stereo not given)	-10.9%	-5.7	8.0	0.2%	x	1.4%	u	5.5	x	x	-2.4%
CC(C)(C)c1ccc(NC(=O)CN2C(=O)NC(C)(C3CC3)C2=O)cc1 (stereo not given)	x	-5.8	-8.4	0.5%	x	-1.0%	17.5	-0.1	x	x	x
O=c1nc(N2CCCC2)nc(N2CCCC2)[nH]1	-4.7%	-9.0	-9.7	-1.8%	-0.4%	-2.1%	-0.6	-2.9	6.6%	0.6	0.8%
Cc1cc(C)n(C(=O)c2sc3cc(F)ccc3c2Cl)n1	3.8%	x	x	-1.7%	-15.6%	0.8%	3.4	x	-1.1%	5.2	x
COc1ccc(NS(=O)(=O)c2ccc(Cl)c(NC(=O)c3ccccc3F)c2)cc1	x	-10.4	-6.5	0.5%	x	-7.4%	x	2.9	x	x	x
O=C(/C=C/c1ccc2c(c1)OCCCO2)c1ccc2ccccc2c1O	4.4%	3.7	-6.4	-0.6%	9.0%	-4.5%	4.6	-2.1	1.1%	-5.5	1.1%
COC(=O)CN1C(=O)C(O)(CC(=O)c2ccc(C)cc2)c2cc(Br)ccc21 (stereo not given)	1.4%	16.7	2.9	0.0%	u	0.0%	0.7	-1.9	9.8%	-7.1	0.4%
CCN(CC)S(=O)(=O)c1ccc(NC2c3ccccc3C(=O)N2Cc2ccc3c(c2)OCO3)cc1 (stereo not given)	1.0%	6.5	14.1	-0.1%	5.9%	1.6%	u	8.2	1.6%	3.3	0.2%
O=C1c2ccccc2C(=O)N1c1cccc(-c2nc3ccccc3o2)c1	3.7%	-18.0	6.2	0.2%	-1.8%	-3.6%	6.1	-1.4	-6.7%	-0.7	-4.8%
COc1ccc(NC(=O)CN(c2ccccc2)S(=O)(=O)c2ccccc2)c(OC)c1	28.3%	-20.1	-19.6	2.6%	x	1.5%	12.4	-6.1	0.2%	-5.1	-0.1%
COCCNC(C)C(=O)Nc1ccc(Br)cc1 (stereo not given)	u	3.1	-0.4	-0.9%	-14.3%	1.3%	-2.1	-9.4	2.3%	0.6	-0.1%

Additional results
SMILES	MLL CXXC-DNA inh	Giardia killer	hERG WT inh	B2AR arrestin	Menin-MLL TR inh	USP2a inh	TRPV1 agonist	KCNH2 3.1 block	PKM2 activator	FBPA coupling cs	GALK inhibitor
COC(=O)c1cc(S(=O)(=O)N(C)C2CCCCC2)cn1C	-3.7%	2.6	-1.4	0.0%	x	1.7%	4.3	1.7	x	x	2.8%
Cc1csc2ncc(C(=O)NCc3ccc4c(c3)OCO4)c(=O)n12	-4.4%	-21.5	-6.6	0.3%	4.4%	0.6%	-0.1	12.0	3.6%	3.9	1.5%
CCC(=O)Nc1ccc(N2CCOCC2)c(S(=O)(=O)Nc2ccc(OC)cc2)c1	u	4.7	-18.3	0.1%	17.0%	-2.6%	4.3	-0.7	-1.3%	-1.7	3.8%
COc1cccc(Oc2coc3c(CN4CCOCC4)c(O)ccc3c2=O)c1	-3.1%	6.3	-20.2	0.4%	-6.8%	-2.1%	-0.2	27.0	-2.8%	2.2	5.8%
COc1ccc(C(=O)NNC(=O)CSc2nnc(COc3ccc4ccccc4c3)n2C)cc1	17.3%	23.8	24.6	-1.2%	24.0%	2.4%	-0.5	-20.0	0.5%	7.2	3.0%
COc1ccc(C(=O)Nc2nc3ccccc3s2)c(OC)c1	7.2%	-95.3*	-10.1	-0.1%	28.0%	3.8%	3.0	-4.8	-4.0%	-8.0	9.6%
Cc1cc2c(cc1S(=O)(=O)NCc1ccccc1Cl)OCCN2C	x	-12.9	-3.9	0.2%	10.4%	0.6%	14.7	0.3	2.1%	-8.0	x
Cc1cc(NC(=O)C2CC(c3ccc(F)cc3)=NO2)n(-c2ccccc2)n1 (stereo not given)	9.1%	1.8	-7.4	-0.9%	-6.0%	-1.7%	2.2	7.8	-2.8%	2.4	2.1%
CCN(CC(=O)NC1CCS(=O)(=O)C1)S(=O)(=O)c1cc(C)ccc1C (stereo not given)	x	3.8	-1.7	0.3%	x	-0.3%	5.8	2.5	x	x	x
CCOc1cc(/C=C(/C#N)C(=O)Nc2ccc(OC)cc2)ccc1OCc1ccc(C(=O)O)cc1	u	15.5	-4.5	-0.1%	5.0%	-0.5%	-6.9	-1.9	13.6%	0.3	-3.6%
CCN(CC(=O)Nc1c(F)cccc1F)C(=O)c1ccc(N2C(=O)c3ccccc3C2=O)cc1	x	-10.4	2.1	2.8%	x	1.4%	1.1	-11.6	x	x	x
CCc1c(C)c(C#N)c2nc3ccccc3n2c1NCC1CCCO1 (stereo not given)	1.5%	-19.9	1.3	-0.2%	-16.1%	2.9%	3.3	0.0	-1.4%	-1.8	-1.1%
CCc1ccc(NC(=O)CSc2nc3c(c(=O)n(C)c(=O)n3C)n2C)cc1	2.4%	-20.5	40.0	-2.5%	-3.3%	0.4%	-5.9	-2.8	3.6%	3.5	x
COc1ccccc1NC(=O)c1ccc(NC(=O)COC(=O)C2CCCO2)cc1 (stereo not given)	1.4%	11.8	-34.4	0.0%	8.9%	1.2%	-1.0	-1.5	3.6%	-0.9	-0.4%
C/C(=N/NS(=O)(=O)c1ccc(F)cc1)c1ccncc1	41.1%[activator]	4.8	-19.7	-0.1%	x	-0.9%	1.0	1.8	x	x	-5.4%
C/C(=N\NC(=O)c1c(C)nc2ccccn12)c1ccc(N2CCOCC2)cc1	-3.7%	8.5	i	-0.3%	5.2%	-1.9%	-2.2	-7.3	-14.4%	-0.3	12.7%
CCCOc1ccc(C(=O)CCN2CCCCC2)cc1	26.8%	0.4	26.1	0.0%	5.9%	0.0%	11.0	-6.8	-10.2%	0.3	4.1%
